Spn PMK inh: S. pneumoniae PMK inhibitors, primary screen, biochemical, mevalonate pathway, pilot trial included | AID 539, 2006 | inhibition, % at 10 µM | phosphomevalonate kinase (Streptococcus pneumoniae D39) | purified PMK, PK/LDH-coupled NADH absorbance 340 nm | 65,000 compounds, 0.49% hits;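 active means top-ranked compounds by inhibition in the single 10 µM screen, taking a fixed number of the strongest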;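 further: 0% = full reaction with DMSO carrier and 100% = background rate without enzyme reaction; no value below 0 was filed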
Bfl-1 displacement: Bfl-1 inhibitors, primary screen, biochemical, fluorescence polarization, FITC-Bid, mouse (AID 432). FITC-Bid BH3 peptide fluorescence polarization displacement; higher % means a stronger effect. 64,000 compounds, 0.02% hits. displacement, % at 20 µM; hits with a dose series show IC50 in µM. Bcl-2-related protein A1 (Mus musculus); in the data active means a potency from the dose series; inactive means the rest, 99 in 100 with displacement below about 15%; further: strong numbers were not always called active
HPDE-C7 viability: cytotoxicity in HPDE-C7 cells, cell-based, fluorescence, HTS (AID 430). 63,000 compounds, 1.8% hits. HPDE-C7 pancreatic duct cells viability, fluorescence; higher % means a stronger effect. one-dose cytotoxicity, % at 10 µM; EC50 in µM for titrated hits;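 further: cells exposed to compound for 48 hours before viability readout; 0% = vehicle and 100% = reference cytotoxic drug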
LYP phosphatase: LYP phosphatase inhibitors, primary screen, biochemical, DiFMUP fluorescence, recombinant catalytic domain, 10 µM (AID 606). recombinant LYP catalytic domain, DiFMUP fluorescence; higher % means a stronger effect. one-dose inhibition, % at 10 µM; IC50 in µM for titrated hits. 52,000 tested, under 10 active;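 active means IC50 under 40 µM in the dose-response test; inactive means IC50 of 40 µM or more, or never dose-tested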
TNAP inhibition: human TNAP enzyme inhibitors, biochemical, luminescent (AID 518). purified TNAP enzyme, luminescent substrate readout; higher % means a stronger effect. 64,000 compounds, 0.09% hits. inhibition, % at 20 µM, or IC50 in µM where a hit was titrated. Alkaline phosphatase, tissue-nonspecific isozyme (Homo sapiens); in the data active means a potency from the dose series; inactive means the rest, 99 in 100 with inhibition below about 22%;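 further: plate controls were vehicle for no effect and reference inhibitor for full effect; many of its hits are not listed in these tables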
DPM-DC inhibit: S. pneumoniae DPM-DC inhibitors, primary screen, biochemical, PK/LDH-coupled NADH fluorescence. diphosphomevalonate decarboxylase (Streptococcus pneumoniae D39). purified DPM-DC. calls only at 10 µM. 65,000 compounds, 0.49% hits;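 active means the 320 compounds with the highest percent inhibition in the single-dose primary screen, excluding strongly autofluorescent ones, cut at about 32% in these data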;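 further: kinetic rate of NADH fluorescence loss reporting ADP formed by the decarboxylase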
HT1080 cytotoxicity: cytotoxicity in HT1080 fibrosarcoma cells, cell-based, fluorescence readout (AID 620) | HT1080 viability, fluorescence; higher % means a stronger effect | one-dose cytotoxicity, % at 10 µM; EC50 in µM for titrated hits | 87,000 compounds, 0.42% hits;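 further: cells exposed to compound overnight then 4 h with Alamar Blue; 0% = vehicle DMSO and 100% = killing control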
HPDE-C7K KRASV12: cytotoxicity in KRAS-transformed pancreatic duct cells, primary screen, cell-based, fluorescence, HTS (AID 431); HPDE-C7K KRASV12 cells, Alamar Blue viability, 48 h; higher % means a stronger effect; 63,000 compounds, 1.7% hits; cytotoxicity, % at 10 µM, or EC50 in µM where a hit was titrated;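 active means compounds whose percent cytotoxicity in the single-dose primary screen, scaled between solvent and toxic-drug controls, exceeds 50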;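 further: 0% = DMSO solvent wells and 100% = doxorubicin-treated wells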
Spn MK inh: S. pneumoniae MK inhibitors, primary screen, biochemical, PK/LDH-coupled NADH absorbance | inhibition, % at 10 µM | 65,000 compounds, 0.48% hits | AID 555, 2006 | mevalonate kinase [Streptococcus pneumoniae D39] | purified MK, PK/LDH-coupled NADH absorbance 340 nm;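 active means ranked among the strongest by inhibition in the single 10 µM screen, a fixed top-ranked set picked for dose follow-up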; further: no value below 0 was filed
Spn PMK inh pilot replicates: recorded beside Spn PMK inh, whose call it bears; inhibition, %; measured here: pilot screen replicates
Spn MK inh pilot replicates: recorded beside Spn MK inh, whose call it bears; inhibition, %; measured here: pilot screen replicates
DPM-DC inhibit pilot screen %: also measured in DPM-DC inhibit; calls as there; inhibition, %; measured here: pilot screen trials
An asterisk follows results filed as active; i = inactive; · = not tested or not shown. Unless noted, no stated cut-off is given here; in the data, active means cytotoxicity above about 50%; inactive means the rest.

SMILES	Spn PMK inh	Bfl-1 displacement	HPDE-C7 viability	LYP phosphatase	TNAP inhibition	DPM-DC inhibit	HT1080 cytotoxicity	HPDE-C7K KRASV12	Spn MK inh	others
Cc1ccccc1N(C(=O)Cn1nnc2ccccc21)C(C(=O)NCc1ccco1)c1ccncc1 (stereo not drawn)	16	-12%	-7%	·	9%	i	-8%	-8%	0
O=c1c2ccccc2nc(SCc2ccccc2)n1Cc1ccco1	6	-4%	8%	-11%	11%	i	5%	-7%	10
COC(=O)[C@H](CCSC)NC(=O)Nc1ccc(C)c(C)c1	0	-3%	-3%	·	9%	i	-10%	-12%	4
CCN(CC)CCN1C(=O)C(=O)/C(=C(/O)c2c(C)[nH]c(C(=O)OC)c2C)C1c1ccc(OC)cc1 (stereo not drawn)	8	3%	1%	-25%	5%	i	-1%	-6%	0
CCOc1ccc(Nc2oc(Cc3ccccc3)nc2C#N)cc1	2	0%	-7%	0%	16%	i	-5%	-4%	2
CCN(CC)CCN(CC)Cc1ccccc1Br	4	-6%	3%	-5%	8%	i	4%	5%	1
O=C(NCCc1ccc(S(=O)(=O)N2CCCC2)cc1)c1cccs1	12	0%	6%	9%	0%	i	-2%	-13%	6
CCCCC(c1nnnn1C1CCCC1)N1CCN(C2CCCC2)CC1 (stereo not drawn)	24	-1%	2%	-3%	6%	i	-6%	10%	0
O=C(NCc1cccs1)C1CCCN(S(=O)(=O)c2ccc(Br)s2)C1 (stereo not drawn)	4	-6%	-17%	16%	13%	i	·	-10%	3
CC1=C(C(=O)N2CCOCC2)C(c2cccs2)NC(=O)N1 (stereo not drawn)	6	5%	1%	4%	2%	i	-2%	-1%	6
Cc1ccccc1NC(=O)c1ccc(NC(=O)c2ccco2)cc1	4	5%	-5%	3%	21%	i	42%	10%	2	Spn PMK inh pilot replicates=2.5;Spn MK inh pilot replicates=0.0;DPM-DC inhibit pilot screen %=3.0
CNC(=O)NC(=O)CSc1nc2cc(C(=O)OC)ccc2c(=O)n1-c1ccccc1	21	-7%	-10%	-2%	0%	i	0%	-2%	4
CCOc1ccc2[nH]c(=O)c(CN(CCO)C(=O)c3ccccc3F)cc2c1	1	-2%	·	8%	6%	i	35%	·	0
CCC(C)(C)n1nnnc1CN(Cc1cc2cc(OC)ccc2[nH]c1=O)C1CCCC1	21	-14%	7%	·	8%	i	-14%	6%	15
CC1(C)CC(=O)C(C=NCCC2=CCCCC2)=C(O)C1	0	-2%	-3%	2%	8%	i	-1%	-1%	5

Already shown: 2 of the compounds above.
SMILES	Spn PMK inh	Bfl-1 displacement	HPDE-C7 viability	LYP phosphatase	TNAP inhibition	DPM-DC inhibit	HT1080 cytotoxicity	HPDE-C7K KRASV12	Spn MK inh	others
O=C(NCCc1ccc(S(=O)(=O)N2CCCC2)cc1)c1cccs1	12	0%	6%	9%	0%	i	-2%	-13%	6
CCCCC(c1nnnn1C1CCCC1)N1CCN(C2CCCC2)CC1 (stereo not drawn)	24	-1%	2%	-3%	6%	i	-6%	10%	0

The main list resumes with the 5 entries that preceded the break.
SMILES	Spn PMK inh	Bfl-1 displacement	HPDE-C7 viability	LYP phosphatase	TNAP inhibition	DPM-DC inhibit	HT1080 cytotoxicity	HPDE-C7K KRASV12	Spn MK inh	others
Cc1ccccc1NC(=O)c1ccc(NC(=O)c2ccco2)cc1	4	5%	-5%	3%	21%	i	42%	10%	2	Spn PMK inh pilot replicates=2.5;Spn MK inh pilot replicates=0.0;DPM-DC inhibit pilot screen %=3.0
CNC(=O)NC(=O)CSc1nc2cc(C(=O)OC)ccc2c(=O)n1-c1ccccc1	21	-7%	-10%	-2%	0%	i	0%	-2%	4
CCOc1ccc2[nH]c(=O)c(CN(CCO)C(=O)c3ccccc3F)cc2c1	1	-2%	·	8%	6%	i	35%	·	0
CCC(C)(C)n1nnnc1CN(Cc1cc2cc(OC)ccc2[nH]c1=O)C1CCCC1	21	-14%	7%	·	8%	i	-14%	6%	15
CC1(C)CC(=O)C(C=NCCC2=CCCCC2)=C(O)C1	0	-2%	-3%	2%	8%	i	-1%	-1%	5
O=C(c1cnn2cccnc12)N1CCN(Cc2ccc3c(c2)OCO3)CC1	0	-1%	4%	-11%	6%	i	2%	6%	7
Cc1noc(C)c1COC(=O)c1cc(F)c(F)cc1Cl	12	-9%	5%	·	4%	i	6%	10%	3
C/C(=N\O)C(=O)C(CN1CCCCC1)CN1CCCCC1	0	4%	-16%	-1%	7%	i	9%	-7%	10	Spn PMK inh pilot replicates=7.0;Spn MK inh pilot replicates=9.0;DPM-DC inhibit pilot screen %=4.5
Cc1ccc(-c2nnn(CC(=O)N3CCCCC3)n2)c(-n2cnnn2)c1	12	1%	·	·	6%	i	3%	·	0
COc1ccc(-n2nc(C(=O)Nc3ccc4c(c3)OCO4)c3ccccc3c2=O)c(OC)c1	11	3%	-6%	-1%	14%	i	-1%	2%	3
Cc1ccc(C)c(N2CCN(C(=O)c3cc(S(=O)(=O)N4CCOCC4)ccc3F)CC2)c1	12	6%	-2%	-6%	7%	i	2%	1%	0
Cc1cc(C)c(NC(=O)NC(=O)c2ccc(F)cc2)c(C)n1	0	-1%	0%	·	11%	i	0%	-2%	0
O=C(O)CCCNc1cc(N2CCC3(CC2)OCCO3)c2noc3c2c1C(=O)c1ccccc1-3	12	35%	35%	3%	8%	i	13%	40%	6
O=C(Oc1ccccc1N1C(=O)CCC1=O)c1ccco1	4	-3%	-9%	11%	7%	i	3%	-3%	4
Nc1nc2n(n1)C(c1ccc(F)cc1)CC(c1ccc(F)cc1)N2 (stereo not drawn)	5	-4%	-15%	1%	5%	i	-6%	-10%	0
Cc1cc(C)n(-c2cccc(Cl)c2)c(=O)c1C#N	1	1%	2%	8%	9%	i	-4%	-6%	8
C=CCN1C(=O)C2C(C(=O)NC3CCCCC3)C3C=CC2(O3)C1C(=O)NC1CCCC1 (stereo not drawn)	16	-6%	-3%	-1%	1%	i	-12%	-7%	0
Cc1ccc2cc(C(c3nnnn3C(C)(C)C)N3CCCCCC3)c(=O)[nH]c2c1 (stereo not drawn)	16	-6%	-18%	0%	8%	i	-11%	-6%	8
CC(C)OCCCNC(=O)CCc1nc(-c2ccccc2)no1	16	-9%	-5%	·	6%	i	-18%	0%	6
COC(=O)c1[nH]c2ccccc2c1NC(=O)CNC1CCCCC1	12	-6%	-10%	13%	9%	i	3%	-20%	8

Filtered by structure, the compounds so far containing fluorine (five)
SMILES	Spn PMK inh	Bfl-1 displacement	HPDE-C7 viability	LYP phosphatase	TNAP inhibition	DPM-DC inhibit	HT1080 cytotoxicity	HPDE-C7K KRASV12	Spn MK inh	others
CCOc1ccc2[nH]c(=O)c(CN(CCO)C(=O)c3ccccc3F)cc2c1	1	-2%	·	8%	6%	i	35%	·	0
Cc1noc(C)c1COC(=O)c1cc(F)c(F)cc1Cl	12	-9%	5%	·	4%	i	6%	10%	3
Cc1ccc(C)c(N2CCN(C(=O)c3cc(S(=O)(=O)N4CCOCC4)ccc3F)CC2)c1	12	6%	-2%	-6%	7%	i	2%	1%	0
Cc1cc(C)c(NC(=O)NC(=O)c2ccc(F)cc2)c(C)n1	0	-1%	0%	·	11%	i	0%	-2%	0
Nc1nc2n(n1)C(c1ccc(F)cc1)CC(c1ccc(F)cc1)N2 (stereo not drawn)	5	-4%	-15%	1%	5%	i	-6%	-10%	0

Next section
SMILES	Spn PMK inh	Bfl-1 displacement	HPDE-C7 viability	LYP phosphatase	TNAP inhibition	DPM-DC inhibit	HT1080 cytotoxicity	HPDE-C7K KRASV12	Spn MK inh	others
Cc1cc2oc(=O)cc(C)c2c(=O)o1	9	-2%	-15%	7%	10%	i	-14%	6%	0	Spn PMK inh pilot replicates=1.5;Spn MK inh pilot replicates=0.0;DPM-DC inhibit pilot screen %=0.0
CCN(CC)S(=O)(=O)c1ccc(NC(=O)COC(=O)c2ccc(Br)o2)cc1	10	2%	-18%	7%	0%	i	-1%	-24%	4
c1ccc(-c2nc3nc4ccccc4nc3n2Cc2ccco2)cc1	15	-4%	·	9%	16%	i	0%	·	16
CCOC(=O)c1c(N)sc(C(O)(C(F)(F)F)C(F)(F)F)c1-c1ccc(OC)cc1OC	3	-1%	5%	·	7%	i	-2%	3%	6
CCN(CC)S(=O)(=O)c1ccc(C(=O)NCc2n[nH]c(=S)n2Cc2ccccc2)cc1	18	2%	-15%	·	14%	i	·	-9%	6
O=C(CSc1ccccn1)N1CCN(c2ccccc2)CC1	13	3%	-3%	·	2%	i	-8%	1%	9
O=C1CCC(=O)N1c1ccc(CSc2nc3ccccc3[nH]2)cc1	11	-4%	-4%	·	6%	i	3%	0%	6
FC(F)C(F)(F)C1=CC(c2cccs2)=NCCN1	3	-10%	2%	0%	4%	i	6%	3%	11
CN(C)CCOc1nc(-c2ccccc2)nc2c1oc1ccccc12	8	2%	56%*	6%	6%	i	12%	57%*	5
CCCC(=O)CN1C(=O)C2(OCCO2)c2ccccc21	13	0%	-12%	·	8%	i	-4%	-6%	6
CC1(C)Cc2c(sc3nn[nH]c(=O)c23)CO1	10	-8%	-5%	·	10%	i	0%	-8%	11
CCS(=O)(=O)n1nc(-c2ccccc2)nc1SCc1ccccc1	0	2%	5%	10%	34%	i	2%	1%	0
O=C(c1ccco1)N1CCN(c2ncnc3c2[nH]c2ccc(Br)cc23)CC1	9	11%	18%	-10%	18%	i	0%	10%	10
Cc1cccc(CCN(Cc2cc3cccc(C)c3[nH]c2=O)C(=O)N2CCOCC2)c1	10	1%	-13%	-9%	2%	i	2%	-11%	3
Cc1c(C)[n+](=O)c(-c2cccs2)c(C)n1[O-]	0	-2%	-6%	13%	3%	i	0%	-3%	2
OCCN(Cc1ccccc1)CC1CC=CCC1 (stereo not drawn)	0	-6%	-16%	·	0%	i	-6%	-9%	35
CC(=O)Nc1c(O)[nH]c2ccccc12	10	0%	-4%	·	21%	i	-3%	8%	4	Spn PMK inh pilot replicates=3.0;Spn MK inh pilot replicates=0.0;DPM-DC inhibit pilot screen %=0.0
CN1CCN(CCCNC(=O)c2cn(C3CCCCC3)c(=O)c3c2c2ccccc2n3C)CC1	20	-12%	-8%	4%	3%	·	·	4%	3
COc1cc(-c2noc(-c3ccco3)n2)cc(OC)c1OC	12	4%	-7%	16%	8%	i	-3%	-6%	5
N#Cc1ccc(OCCN2C(=O)NC3(CCSC3)C2=O)cc1 (stereo not drawn)	11	-14%	-31%	·	8%	i	11%	-26%	5
